Compound activity: PubChem, Sanford-Burnham Center for Chemical Genomics
SKN-1 inh – suppressors of acrylamide-induced Pgst-4::GFP reporter in worms, primary screen, SKN-1 inhibitor project, whole organism, uHTS, GFP/RFP fluorescence ratio, strain VP596; C. elegans VP596 Pgst-4::GFP/RFP ratio, 24 h; inhibition, % at 21.8 µM; 0.49% of 360,000 active; AID 624304, 2012;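 active = interference check ratio from 0.5 to 1.5 plus GFP to RFP signal ratio inhibition reaching or exceeding a fixed threshold, cut at about 30% in these data, passing the limit was not always enough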; note: some compounds called inactive have numbers as strong as hits
Rpn11 block – Rpn11 (PSMD14) deubiquitinase inhibitors, primary screen, biochemical, fluorescence polarization, uHTS. human 26S proteasome, Ub4-pepOG fluorescence polarization; 20S core pre-blocked with epoxomicin. calls only at 20 µM. 0.59% of 360,000 active. AID 588493, 2011;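 active = inhibition at 20 µM, scaled to each plate's controls, above about 33%, limit read from the data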
SUMO1 PPI mod – modulators of SUMO1 protein-protein interactions, primary screen, biochemical, uHTS; Small ubiquitin-related modifier 1 (Homo sapiens), P63165; SUMO1 binding to a labelled peptide, TR-FRET, 1 h; inhibition, % at 20 µM; 0.33% of 360,000 active; AID 602429, 2012; in the data active = inhibition above about 37%
Target sequence (P63165 whole entry, looked up): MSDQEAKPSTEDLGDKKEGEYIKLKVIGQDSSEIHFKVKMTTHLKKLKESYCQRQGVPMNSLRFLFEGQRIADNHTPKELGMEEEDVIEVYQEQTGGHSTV
NadD block – inhibitors of S. aureus NadD, primary screen, biochemical, colorimetric, uHTS | inhibition, % at 20 µM | Nicotinate-nucleotide adenylyltransferase NadD (Staphylococcus aureus N315) | purified NadD enzyme, colorimetric absorbance read-out | 0.78% of 360,000 active; in the data active = inhibition above about 26%; note: some compounds past the cut are filed as inactive
MT1-MMP act inh – blockers of MT1-MMP proenzyme processing, primary screen, HT1080 RFP-PRO-GFP cells, GFP/RFP fluorescence. Matrix metalloproteinase-14 (Homo sapiens), P50281. GFP/RFP ratio fluorescence, overnight; percent of plate control window, DMSO zero. GFP/RFP ratio change, % at 20 µM. 0.061% of 360,000 active. AID 651647, 2012;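 active = GFP/RFP ratio change of at least 30% with cell ATP level not reduced by more than half and red fluorescence within 50% of control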; note: strong numbers were not always called active
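Assay system: HT1080 RFP-PRO-GFP cells. Benchmarks: DMSO vehicle wells and RFP-L50D-GFP reporter cell wells. Times: overnight cell settling, then overnight compound exposure, 37 °C, 5% CO2. Compound: 20 µM single dose, 1% DMSO. Read-out basis: GFP/RFP fluorescence ratio.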
Scp-1 inhibitor – Scp-1 phosphatase inhibitors, primary screen, biochemical, colorimetric, uHTS | Carboxy-terminal domain RNA polymerase II polypeptide A small phosphatase 1 (Homo … | Recombinant Scp1, phosphopeptide, malachite green phosphate absorbance | inhibition, % at 20 µM | 0.88% of 340,000 active | AID 493091, 2011;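 active = inhibition above about 50% at 20 µM, limit read from the data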;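 note: plate controls were DMSO wells with enzyme for no effect and wells lacking enzyme for full effect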
Target sequence (Q9GZU7 76-261 limits assumed): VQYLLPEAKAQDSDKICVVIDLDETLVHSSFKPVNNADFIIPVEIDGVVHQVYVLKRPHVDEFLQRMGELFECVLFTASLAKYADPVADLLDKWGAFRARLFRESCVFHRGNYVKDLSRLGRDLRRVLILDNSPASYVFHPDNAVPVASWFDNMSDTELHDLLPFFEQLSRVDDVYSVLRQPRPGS
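Test system: SCP-1 catalytic domain; Buffer or medium: Acidic Tris acetate buffer with magnesium and detergent; Also added: Phosphorylated 17-residue peptide substrate; Compound: single 20 µM dose, 1% DMSO; Schedule: enzyme reaction 45 min at room temperature, colour 5 min, stabilisation 30 min; Signal: Phosphate-binding colour reagent, absorbance read at 630 nm.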
NRP1-CendR mod – modulators of CendR peptide binding to NRP-1, primary screen, biochemical, fluorescence polarization, uHTS | Neuropilin-1 (Homo sapiens), O14786 | FAM-RPARPAR peptide binding to NRP-1 | inhibition, % at 25 µM | 0.85% of 360,000 active | AID 602438, 2012;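 active = inhibition or corrected inhibition above about 18%, plus a signal ratio from 0.5 to 1.5, limit read from the data, passing the limit was not always enough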; note: strong numbers were not always called active
STEP block – STEP phosphatase inhibitors, primary screen, biochemical, fluorescence intensity, uHTS. recombinant STEP, OMFP fluorogenic substrate. inhibition, % at 20 µM. 0.25% of 360,000 active. AID 588621, 2011;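 active = inhibition at 20 µM, scaled per plate between control wells, above about 37%, limit read from the data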;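 note: 0% = DMSO with enzyme and substrate and 100% = substrate only without enzyme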
Target sequence (P54829 whole entry, looked up): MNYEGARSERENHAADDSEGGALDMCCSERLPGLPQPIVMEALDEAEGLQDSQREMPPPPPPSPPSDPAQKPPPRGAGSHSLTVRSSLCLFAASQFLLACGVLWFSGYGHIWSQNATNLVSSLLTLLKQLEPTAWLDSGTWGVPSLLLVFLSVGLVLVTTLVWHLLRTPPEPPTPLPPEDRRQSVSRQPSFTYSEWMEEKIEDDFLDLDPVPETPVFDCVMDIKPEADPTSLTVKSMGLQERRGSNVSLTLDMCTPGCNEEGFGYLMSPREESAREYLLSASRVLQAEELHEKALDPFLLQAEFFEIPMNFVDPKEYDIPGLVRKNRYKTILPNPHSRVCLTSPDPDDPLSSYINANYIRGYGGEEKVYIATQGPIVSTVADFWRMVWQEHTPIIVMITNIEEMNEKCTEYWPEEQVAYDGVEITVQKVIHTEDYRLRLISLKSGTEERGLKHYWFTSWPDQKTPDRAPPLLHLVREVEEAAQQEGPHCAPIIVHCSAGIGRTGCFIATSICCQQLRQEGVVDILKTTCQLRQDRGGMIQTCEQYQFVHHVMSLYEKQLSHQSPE
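System: STEP (striatal-enriched tyrosine phosphatase) enzyme, cell-free; medium: Bis-Tris pH 6.0 buffer with DTT, detergent; dosing: 20 µM, 1% DMSO; times: reaction 20 min, ambient temperature; detection: fluorescence, 480/540 nm; read-out basis: normalized % inhibition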
LMPTP block – LMPTP phosphatase inhibitors, primary screen, biochemical, fluorescence intensity, uHTS | Low molecular weight phosphotyrosine protein phosphatase (Homo sapiens), P24666 | recombinant LMPTP-A, OMFP fluorogenic substrate | inhibition, % at 20 µM | 0.22% of 360,000 active | AID 651560, 2012;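 active = compounds that cut the enzyme signal by at least half of the control window in the single-dose screen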;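 note: plate controls were DMSO wells with enzyme plus substrate for no effect and substrate without enzyme for full effect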
Target sequence (P24666 whole entry, looked up): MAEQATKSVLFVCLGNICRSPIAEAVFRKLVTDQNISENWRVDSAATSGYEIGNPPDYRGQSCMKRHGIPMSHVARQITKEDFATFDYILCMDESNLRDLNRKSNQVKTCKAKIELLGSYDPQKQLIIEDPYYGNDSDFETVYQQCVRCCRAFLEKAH
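Test system: LMPTP-A phosphatase enzyme. Amount: LMPTP-A at 0.625 nM final in the reaction. Reagent: OMFP substrate, 400 µM final. Times: 50 min at room temperature. Signal: endpoint fluorescence intensity from OMFP dephosphorylation. Read-out basis: % inhibition. Benchmarks: no-enzyme and uninhibited controls.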
DNMT1 block – human DNMT1 methyltransferase inhibitors, primary screen, biochemical, molecular beacon, fluorescence, HinP1I cleavage, uHTS; 0.83% of 360,000 active; inhibition (reported as % activation of signal), % at 10 µM; DNA (cytosine-5)-methyltransferase 1 (Homo sapiens), P26358; AID 588458, 2011; in the data active = inhibition above about 50%
* hit, by the source's call; i = inactive; / = not tested or not shown; + = active, no number.

SMILES	SKN-1 inh	Rpn11 block	SUMO1 PPI mod	NadD block	MT1-MMP act inh	Scp-1 inhibitor	NRP1-CendR mod	STEP block	LMPTP block	DNMT1 block
O=C(Cc1ccccc1[N+](=O)[O-])Nc1ccc2c(c1)OCCO2	9	i	-9	-7	2	-7	-4	-1	-1.6	7
C[C@H](CO)N1C[C@H](C)[C@@H](CN(C)C(=O)Nc2cccc(Oc3ccccn3)c2)OCc2cnnn2CCCC1=O	1	i	2	-4	0	/	-11	-2	-2.6	3
Cc1ccc(Cn2c(SCC(N)=O)nc3c2c(=O)n(C)c(=O)n3C)cc1	24	i	5	3	-7	-5	2	-1	-0.3	0
NC(=O)C(c1ccccc1)C1CCCC1 (stereo not drawn)	-33	i	2	-1	0	-2	-1	-1	-2.3	-1
O=c1c2ccccc2nc(SCc2nc3ccccc3s2)n1Cc1ccco1	8	i	0	-6	-9	-17	2	2	3.9	-4
COc1ccc(OC)c(CNC(=O)C2CCCN(S(=O)(=O)N3CC(C)CC(C)C3)C2)c1 (stereo not drawn)	9	i	0	-7	-5	-3	7	0	0.2	2
COc1ccc2[nH]c(=O)c(CN(CC3CCCO3)C(=S)Nc3cccc(C)c3)cc2c1 (stereo not drawn)	3	i	1	10	-10	0	2	3	1.3	-1
COc1ccc(OCC(O)CNC(=O)Nc2ccc(F)cc2)cc1 (stereo not drawn)	-2	i	-3	-8	0	-7	-9	2	-2.1	-1
CC(C)NC(=O)NC(=O)CSc1nncs1	-13	i	-1	-3	0	-11	8	0	-0.8	0
O=C(C[C@H]1C(=O)N(Cc2ccccc2)C[C@@H]1c1ccc(Br)cc1)Nc1ccc(Br)cc1	0	i	4	13	-4	/	-11	-2	4.6	6
Cc1cc(C)n(-c2ccc(C(=O)NCc3ccc4c(c3)OCO4)cc2)n1	14	i	-5	1	-1	-12	9	1	-0.6	-3
CC(=O)c1cc(-c2ccc(F)cc2)n(CCC(=O)Nc2cccc(C)n2)c1C	15	i	3	-1	-46	-4	-7	-2	-0.7	3
OC(COc1ccc(CNCCc2ccc(C(F)(F)F)cc2)cc1)CN1CCCCC1 (stereo not drawn)	-2	i	-1	-1	5	-4	2	2	1.8	-4
CCOC(=O)[C@@H]1[C@H]2COc3cc(OC)ccc3[C@H]2N2C(=O)N(c3cccc(C)c3)C(=O)[C@]12C	12	i	7	-8	-2	-5	16	2	-0.2	0
COc1ccc(/C=N/NC(=O)CCC(=O)Nc2ccccc2)cc1OC	-4	i	0	1	3	3	3	-2	-1.5	-3
O=C(C1CCN(c2nc3nonc3nc2N2CCCCC2)CC1)N1CCOCC1	-5	i	-5	2	-1	-5	7	8	-0.8	0
CCN(CC)C(=O)C1=C(C)N(Cc2ccc(OC)cc2)C(=O)C(CC(=O)NC2CCCC2)C1 (stereo not drawn)	1	i	4	0	0	/	9	-2	-0.4	3
CCOC(=O)N1CCN(S(=O)(=O)N2CCCC(C(=O)NCCCN3CCC(C)CC3)C2)CC1 (stereo not drawn)	-4	i	-4	-7	-2	-5	2	-2	-3.6	3
COc1ccc(-c2cc3ncc(-c4ccccc4)c(N)n3n2)cc1	8	i	-1	1	3	-1	-12	-3	4.3	-6
CC(C)(C)OC(=O)NC(CNCc1ccccc1)Cc1ccccc1 (stereo not drawn)	-3	i	-1	-6	-1	5	3	-2	-0.8	3
COc1cc(OC)cc(C(=O)NCC(=O)Nc2ccc(-c3ccccc3)cc2)c1	24	i	-2	-1	-5	-6	3	-1	3.5	-6
C(=C\CSc1nnnn1-c1ccccc1)/CSc1nnnn1-c1ccccc1	-3	i	6	-4	1	-14	6	4	3.5	0
CN(C)S(=O)(=O)N(CC(=O)N(Cc1ccccc1)Cc1ccccc1)c1ccccc1	9	i	1	-7	-6	39	11	7	13	56*
O=C(CSc1nc(C(F)(F)F)cc(=O)[nH]1)NCC1CCCO1 (stereo not drawn)	4	i	-2	1	6	-1	-1	-3	-2.6	2
CC(C)c1ccc(NC(=O)C2Cc3c(-c4ccc5c(c4)OCO5)ccnc3O2)cc1 (stereo not drawn)	8	i	7	5	-5	/	-1	1	5.6	-3
Further structures.
SMILES	SKN-1 inh	Rpn11 block	SUMO1 PPI mod	NadD block	MT1-MMP act inh	Scp-1 inhibitor	NRP1-CendR mod	STEP block	LMPTP block	DNMT1 block
O=C(COc1ccc2ccc(=O)oc2c1)NCCCn1ccnc1	6	i	1	6	-2	-11	12	-3	-3.3	-3
COc1ccc(CNC(=O)COC(=O)c2cc3ccccc3o2)cc1	-8	i	-1	-2	-2	-1	9	0	0.7	-5
CCOCCCN1C(=O)CN(C2CCCCC2)C(=O)C1c1ccc(OC)c(OC)c1 (stereo not drawn)	22	i	1	0	-1	-3	6	-3	-0.6	2
Cc1cc(C(=O)COC(=O)c2ccc(O)cc2O)c(C)n1-c1ccc(OC(F)F)cc1	-36	i	-10	7	-8	-4	-13	1	-0.5	-10
CCSCCNC(=O)c1cc(-n2cnnc2)ccc1Cl	-4	i	-3	-4	-9	6	-1	0	0.5	-6
Cc1cccnc1C1=NOC(Cc2ccccc2)C(=O)N1Cc1ccc(F)cc1 (stereo not drawn)	20	i	4	3	1	/	-1	0	1.2	6
Cc1cc(=O)[nH]c(SCC(=O)Nc2nonc2C)n1	7	i	4	3	-1	-8	2	0	-0.8	-1
CCOc1ccc(NC(=O)C(C)Sc2nnc(C)n2C)cc1 (stereo not drawn)	-7	i	6	2	3	3	-5	0	-1.0	3
COc1ccc(C)cc1N(C(=O)c1ccco1)C(C(=O)NC1CCCC1)c1ccc(N2CCOCC2)cc1 (stereo not drawn)	-9	i	0	-1	0	4	-5	0	-0.1	-2
O=C(NCc1ccco1)c1cc(S(=O)(=O)N2CCCc3ccccc32)ccc1Cl	-4	i	0	3	-1	0	-4	0	2.5	0
CN(CC(=O)Nc1ccc(Cl)cc1)C(=O)CCNC(=O)c1ccc(Cl)cc1	-24	i	1	-6	-3	-10	-3	-1	1.6	0
COc1ccc(C(=O)n2ncc(C#N)c2N)cc1	-7	i	-2	0	1	-6	-4	0	-0.8	2
COc1ccc(-c2csc(NC3=NCCCCC3)n2)cc1	-4	i	2	0	3	-4	4	-1	-1.6	0
Nc1cc(=O)[nH]c(SCC(=O)N2N=C(c3ccc4ccccc4c3)CC2c2ccccc2)n1 (stereo not drawn)	-11	i	-7	40*	-9	3	-26	-1	2.6	4
CC1(C)NC(=O)N(CC(=O)OCC(=O)Nc2cc(S(=O)(=O)N3CCCCC3)ccc2Cl)C1=O	0	i	-3	4	1	18	0	-1	-0.2	19
CC(C)CC(=O)Nc1ccccc1N1CCCC1	4	i	2	-2	2	-8	-12	2	-2.0	2
Cc1nc(-c2ccc(Cl)cc2)sc1C1(C)CC(c2ccc(OC(F)(F)F)cc2)=NO1 (stereo not drawn)	9	i	0	3	2	-6	4	-1	2.6	6
CC(=O)Nc1ccc(S(=O)(=O)Nc2nnc(C3CCCCC3)s2)cc1	5	i	4	12	6	-7	-5	4	0.6	-1
Cc1cc(NC(=O)c2ccc3c(c2)OCCO3)ccc1NC(=O)c1ccco1	-3	i	3	-2	2	-1	2	-2	-0.9	-3
CCCCNC(=O)C[C@@H]1C[C@@]2(C(=O)OCC)CCC=C2N(Cc2cccc3ccccc23)C1=O	0	/	2	-4	6	/	17	/	0.4	/
CCN(CC)CCCC(C)NC1=NCCCCC1 (stereo not drawn)	19	i	3	4	0	-3	6	-2	-2.1	4
COc1ccc(CN(C)C(=O)c2ccc(NS(=O)(=O)c3ccc4[nH]c(=O)[nH]c4c3)cc2)c(OC)c1	7	i	9	7	0	-8	8	-1	1.3	1
O=C(NCC1CCOCC1)C1CCC(=O)N(Cc2cccc(C(F)(F)F)c2)C1 (stereo not drawn)	6	i	-5	-7	2	-9	6	0	-0.9	1
Cc1ccc(C(=O)OCc2cn3ccccc3n2)cc1	-11	i	1	0	0	-2	-24	0	0.2	0
O=C(Nc1ccccc1)c1ccc(NC(=O)c2cccs2)cc1	20	i	10	2	5	13	-2	4	11	8

The final 4 records of the part before lead into the next.
SMILES	SKN-1 inh	Rpn11 block	SUMO1 PPI mod	NadD block	MT1-MMP act inh	Scp-1 inhibitor	NRP1-CendR mod	STEP block	LMPTP block	DNMT1 block
COc1ccc(CN(C)C(=O)c2ccc(NS(=O)(=O)c3ccc4[nH]c(=O)[nH]c4c3)cc2)c(OC)c1	7	i	9	7	0	-8	8	-1	1.3	1
O=C(NCC1CCOCC1)C1CCC(=O)N(Cc2cccc(C(F)(F)F)c2)C1 (stereo not drawn)	6	i	-5	-7	2	-9	6	0	-0.9	1
Cc1ccc(C(=O)OCc2cn3ccccc3n2)cc1	-11	i	1	0	0	-2	-24	0	0.2	0
O=C(Nc1ccccc1)c1ccc(NC(=O)c2cccs2)cc1	20	i	10	2	5	13	-2	4	11	8
CCOC(=O)C1CCCN(c2c(NCCN3CCCCC3CC)c(=O)c2=O)C1 (stereo not drawn)	3	i	6	0	-2	57*	9	-2	0.3	0
CCN(c1ccccc1)S(=O)(=O)c1cccc(C(=O)NCC(c2cccs2)N2CCOCC2)c1 (stereo not drawn)	1	i	-9	0	/	0	-4	-2	-6.7	1
Cn1c(N)c(C(=O)COC(=O)CCCN2C(=O)c3ccccc3C2=O)c(=O)n(C)c1=O	-8	i	-3	0	2	-7	1	-2	-1.5	9
O=C(Nc1cccnc1)c1ccc2ccccc2c1O	15	i	-8	-3	2	-8	-1	0	-0.6	-8
COc1ccc(/C=C/C(=O)Oc2ccc(/C=N/NC(=O)c3ccccc3)cc2)cc1OC	16	i	14	-8	1	-5	-8	-4	-0.2	-6
O=C1OC(c2cccs2)=N/C1=C\c1ccc(-c2ccccc2Cl)o1	23	+	15	39*	-15	6	-108	-6	1.8	-2
